Source: PubChem BioAssay
pPAFAH inh – inhibitors of human plasma PAF acetylhydrolase (pPAFAH) | inhibition, % at 3.39 µM | AID 463082 | recombinant pPAFAH, FP-rhodamine probe fluorescence polarization | Q13093 | 330,000 tested, 1.5% active;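 active = inhibition above the mean inhibition across the screen plus 3 SD, cut at about 25% in these data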;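 note: inhibitors block binding of the rhodamine activity-based probe so polarization drops; 0% = enzyme with DMSO and 100% = wells lacking pPAFAH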
PAFAH2 inh – inhibitors of human PAFAH2. Q99487. recombinant PAFAH2, FP-rhodamine activity probe, fluorescence polarization. inhibition, % at 3.39 µM. 340,000 tested, 0.99% active;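 active = inhibition above the mean over all tested compounds plus 3 SD, cut at about 30% in these data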;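 note: inhibitors block probe labeling of enzyme so polarization drops; 0% = enzyme with DMSO and 100% = wells lacking PAFAH2 protein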
GSTO1 counter – blocks human GSTO1 in RBBP9 counter-screen | P78417 | recombinant GSTO1, activity-based probe fluorescence polarization | inhibition, % at 5.96 µM | 300,000 tested, 1.1% active | AID 1974;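 active = inhibition above the campaign mean inhibition plus 3 SD, cut at about 35% in these data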;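 note: 0% = GSTO1-1 with DMSO and 100% = wells lacking GSTO1-1 enzyme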
PAFAH1B3 FP inh – PAFAH1B3 (human) inhibition | AID 492972 | 340,000 tested, 0.28% active | recombinant PAFAH1B3, FP-rhodamine probe, fluorescence polarization | Q15102 | inhibition, % at 3.39 µM;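 active = inhibition above the screen-wide average of all tested compounds plus 3 SD, cut at about 25% in these data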;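 note: 0% = enzyme with DMSO only and 100% = wells lacking PAFAH1B3 protein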
Target sequence (Q15102 whole entry, looked up): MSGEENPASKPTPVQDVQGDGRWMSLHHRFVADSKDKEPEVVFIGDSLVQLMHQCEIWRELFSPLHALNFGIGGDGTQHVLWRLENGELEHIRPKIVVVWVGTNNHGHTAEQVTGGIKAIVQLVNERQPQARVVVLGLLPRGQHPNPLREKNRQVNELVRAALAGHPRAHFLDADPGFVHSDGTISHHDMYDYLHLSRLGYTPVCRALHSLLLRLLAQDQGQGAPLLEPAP
PME-1 primary – blocks human protein phosphatase methylesterase 1; inhibition, % at 5.9 µM; Q9Y570; AID 2130; recombinant PME-1, FP-Rh probe fluorescence polarization; 320,000 tested, 0.53% active;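 active = inhibition above the campaign mean of all compounds plus 3 SD, cut at about 26% in these data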;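 note: competitive labeling of PME-1 active site by serine hydrolase directed probe; 0% = PME-1 with DMSO and 100% = wells lacking PME-1 enzyme; inhibitors block probe labeling so polarization falls and inhibition rises; many of its hits are not listed in these tables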
Target sequence (Q9Y570 whole entry, looked up): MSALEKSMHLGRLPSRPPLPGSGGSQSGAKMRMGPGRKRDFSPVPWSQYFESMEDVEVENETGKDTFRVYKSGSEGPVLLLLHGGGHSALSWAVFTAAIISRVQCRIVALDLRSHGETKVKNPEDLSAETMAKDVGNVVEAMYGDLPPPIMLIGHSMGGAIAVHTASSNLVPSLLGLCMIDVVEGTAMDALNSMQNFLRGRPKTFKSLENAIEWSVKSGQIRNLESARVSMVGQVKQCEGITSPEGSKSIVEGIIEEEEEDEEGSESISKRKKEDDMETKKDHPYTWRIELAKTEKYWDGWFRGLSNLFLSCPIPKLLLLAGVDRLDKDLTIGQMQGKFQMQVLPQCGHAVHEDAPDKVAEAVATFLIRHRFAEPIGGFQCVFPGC
PAFAH1B2 FP inh – blocks human PAF acetylhydrolase 1b catalytic subunit 2. P68402. recombinant PAFAH1B2, FP-rhodamine activity probe, fluorescence polarization. inhibition, % at 3.39 µM. 340,000 tested, 1.2% active. AID 492953;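 active = inhibition above the mean of all tested compounds plus 3 SD, cut at about 24% in these data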;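 note: 0% = enzyme with DMSO and 100% = wells lacking PAFAH1B2; many of its hits are not listed in these tables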
PAD4 inh – blocks human protein arginine deiminase 4. Q9UM07. recombinant PAD4, RCA probe fluorescence polarization. inhibition, % at 6.36 µM. 330,000 tested, 0.41% active. AID 485272;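 active = percent inhibition above a cutoff equal to the mean of all tested compounds plus 3 SD, cut at about 15% in these data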;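 note: 0% = PAD4 with RCA probe and DMSO and 100% = probe without PAD4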
LYPLA1 inh – counter-screen for PME1 inhibitors: inhibitors of human LYPLA1 | O75608 | recombinant LYPLA1, FP-Rh probe fluorescence polarization | inhibition, % at 5.9 µM | 320,000 tested, 0.16% active | AID 2174;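 active = inhibition above the mean of all tested compounds plus 3 SD, set per campaign, cut at about 14% in these data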;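 note: inhibitors block serine hydrolase probe labeling of LYPLA1 so polarization falls; 0% = enzyme with DMSO and 100% = wells lacking LYPLA1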
Target sequence (O75608 whole entry, looked up): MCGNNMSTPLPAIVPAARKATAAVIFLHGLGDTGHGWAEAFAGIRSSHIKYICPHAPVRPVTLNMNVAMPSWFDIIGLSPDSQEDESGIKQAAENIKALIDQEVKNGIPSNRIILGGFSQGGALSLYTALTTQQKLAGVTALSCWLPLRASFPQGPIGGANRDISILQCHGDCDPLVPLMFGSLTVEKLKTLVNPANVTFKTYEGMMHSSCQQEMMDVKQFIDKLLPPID
LYPLA2 counter – blocks human lysophospholipase 2, a PME1 counter-screen; 320,000 tested, 0.38% active; AID 2177; inhibition, % at 5.9 µM; O95372; recombinant LYPLA2, FP-Rh probe fluorescence polarization;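 active = inhibition above the screen-wide mean plus 3 SD, limit set per campaign, cut at about 26% in these data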;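 note: 0% = LYPLA2 with DMSO and 100% = wells lacking LYPLA2 enzyme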
* = called active by the depositor; . = not tested or not shown.

SMILES	pPAFAH inh	PAFAH2 inh	GSTO1 counter	PAFAH1B3 FP inh	PME-1 primary	PAFAH1B2 FP inh	PAD4 inh	LYPLA1 inh	LYPLA2 counter
CN1CN=C(NS(=O)(=O)c2ccc([N+](=O)[O-])cc2)NC1	-4	4	8	0	-1	-8	-3	-2	1
CCn1c(SCC(=O)NCc2cccs2)nnc1-c1ccco1	2	11	0	6	-3	1	-2	1	1
NC(=O)c1ccc(-c2ncc(-c3ccccc3)o2)cc1	-1	5	-1	-1	1	-4	1	-3	5
COc1ccccc1OCC(=O)NCc1cccs1	1	6	1	9	4	5	-2	0	1
CCCCc1nc(SCC(=O)Nc2ncccn2)n[nH]1	5	-3	0	7	0	4	3	-2	1
Cc1cc(C)nc(NC(=O)Cc2ccc(Br)cc2)n1	9	11	-1	6	4	3	-1	-1	-5
COc1ccc2[nH]c3c(c2c1)CCN1C(=O)C(CC(=O)NCCN2CCOCC2)C[C@H](C(=O)N2CCCCC2)[C@@]31C (some centres not stated)	0	3	.	13	.	5	1	.	.
COc1ccc(S(=O)(=O)Cc2ccc(C(=O)NCc3cccs3)o2)cc1	2	1	5	2	9	6	-1	-2	-12

Additional records follow:
SMILES	pPAFAH inh	PAFAH2 inh	GSTO1 counter	PAFAH1B3 FP inh	PME-1 primary	PAFAH1B2 FP inh	PAD4 inh	LYPLA1 inh	LYPLA2 counter
O=C(NC1CCN(C(=S)Nc2ccccc2)CC1)C1CCCCC1	-3	-4	1	10	4	4	2	-2	0
O=C(Nc1ccc(Br)cc1)C1CCCN(C2=NS(=O)(=O)c3ccccc32)C1 (configuration not stated)	0	3	.	-3	1	-4	-7	-3	3
CCN1CCN(C(=O)CS(=O)Cc2nc(-c3ccc(OC)cc3)oc2C)CC1 (configuration not stated)	0	-4	2	-2	-2	6	3	2	7
COc1ccccc1C(c1nnnn1C(C)(C)C)N1CCN(Cc2ccncc2)CC1 (configuration not stated)	5	-2	1	1	5	5	1	1	5
Cc1ccccc1NC(=S)Nc1ccc2[nH]c(=O)[nH]c2c1	-2	-6	-6	-2	-3	3	-3	-1	0
O=C(CCNS(=O)(=O)c1cccc2nsnc12)N1CCN(c2ccccn2)CC1	0	4	-3	1	-5	0	3	-1	2
COc1ccc(OC)c(-n2c(-c3ccccc3)n[nH]c2=S)c1	1	3	-2	8	-1	1	3	-2	-3
O=C(O)C1CCCN1c1nc(C(F)(F)F)nc2ccccc12 (configuration not stated)	4	0	-9	10	-2	3	-4	1	-4

The results go on.
SMILES	pPAFAH inh	PAFAH2 inh	GSTO1 counter	PAFAH1B3 FP inh	PME-1 primary	PAFAH1B2 FP inh	PAD4 inh	LYPLA1 inh	LYPLA2 counter
Cc1ccc(C(=O)NCCCN2CCOCC2)cc1S(=O)(=O)N1CCOCC1	3	-1	.	5	11	2	-2	4	10
CCc1ccc(OC)c(S(=O)(=O)NCc2cccs2)c1	3	4	.	2	6	-5	2	1	1
O=C(/C=C/c1cccs1)NCc1ccc2c(c1)OCO2	2	5	8	9	-3	0	-4	1	2
Cc1cc(NC(=O)c2cccc(Oc3ccccc3)c2)n[nH]1	-5	-3	9	7	-3	2	0	-4	-4
COc1cccc(C(=O)CN2C(=O)C(C)(C)Oc3ccc(C(=O)N4CCCCCC4)cc32)c1	0	4	3	4	-2	7	3	-2	5
CC(C)C(=O)N1CCC2(CC1)Oc1ccc(Cl)cc1C(=O)C21CC(c2ccc(Cl)cc2)=NO1 (configuration not stated)	0	-12	2	-3	2	2	-1	-6	-9
O=C(/C=C/c1ccccc1)NCC(=O)N/N=C/c1ccccc1[N+](=O)[O-]	-1	0	4	3	-2	-6	-1	0	-8
CCC(Nc1nc(-c2ccccc2)nc2ccccc12)C(=O)O (configuration not stated)	2	1	-5	6	-2	1	1	-1	-2

More structures.
SMILES	pPAFAH inh	PAFAH2 inh	GSTO1 counter	PAFAH1B3 FP inh	PME-1 primary	PAFAH1B2 FP inh	PAD4 inh	LYPLA1 inh	LYPLA2 counter
CCCOc1ccc(N2C(=O)CC(N3CCCC(C(=O)N4CCCC4)C3)C2=O)cc1 (configuration not stated)	6	5	12	8	6	1	-1	1	4
Nc1nc(CSc2nc3ccccc3[nH]2)cs1	2	1	0	0	-3	-2	-4	-4	-4
CCOC(=O)C1(c2csc(N)n2)COC(=O)C1 (configuration not stated)	-1	-5	9	-11	-3	1	-4	1	-5
O=C1C=C(O)CC(c2ccco2)C1 (configuration not stated)	14	8	5	2	7	2	-3	-1	0
O=C(NCc1nnc2c(C(F)(F)F)cc(Cl)cn12)c1ccc(Br)o1	7	1	-2	11	7	5	1	0	-1
CC(C)(C)c1ccc(S(=O)(=O)N2CCC(N3CCCCC3)CC2)cc1	-1	12	1	-13	2	7	0	0	3
CCc1sc(C(=O)Nc2ncccc2C)cc1C	5	6	-3	6	-4	3	0	-1	4
CCCCCCSc1ccc(-c2nc3ccc(Cl)cn3c2NCc2ccccc2)cc1	5	7	.	-1	.	2	2	.	.

(continued)
SMILES	pPAFAH inh	PAFAH2 inh	GSTO1 counter	PAFAH1B3 FP inh	PME-1 primary	PAFAH1B2 FP inh	PAD4 inh	LYPLA1 inh	LYPLA2 counter
C=CCOc1cccc(CNCc2cccnc2)c1	-5	8	-3	1	-1	-1	-5	3	2
CCc1ccc2nc(N)sc2c1	4	-6	7	-6	-1	-4	-3	2	5
COc1cc2[nH]c(=O)n(Cc3ccc(C(=O)NC4CCCC4)cc3)c(=O)c2cc1OC	0	7	0	-11	-2	4	-5	1	6
CS(=O)(=O)c1ccc(NCCN2CCOCC2)c([N+](=O)[O-])c1	0	10	-3	2	-8	6	-3	-3	2
O=C(NCc1nnc2c(C(F)(F)F)cc(Cl)cn12)c1ccco1	-2	1	4	1	6	-2	2	4	5
CCCCn1c(=O)c(CCC(=O)O)nc2ccccc21	1	3	-8	4	2	1	-6	1	-2
O=C(CSCc1ccccc1Cl)NNC(=S)Nc1ccccc1	29*	8	1	-5	3	8	1	0	1
CNC(=O)CSc1nnc(-c2cccnc2)n1CCc1ccccc1	5	0	4	6	2	0	0	0	-4

Additional compounds follow:
SMILES	pPAFAH inh	PAFAH2 inh	GSTO1 counter	PAFAH1B3 FP inh	PME-1 primary	PAFAH1B2 FP inh	PAD4 inh	LYPLA1 inh	LYPLA2 counter
CCOC(=O)c1c(C)[nH]c(C)c1S(=O)(=O)N1CCN(c2ccc(F)cc2)CC1	-2	7	3	9	0	4	1	-3	-4
CCc1cc2c(=O)c(-c3ccc4c(c3)OCCO4)c(C)oc2cc1OS(C)(=O)=O	0	-5	15	3	-7	4	-1	-7	-2
Cc1cc(C)c2c(NC(=S)Nc3ccccc3)n[nH]c2n1	1	-1	20	6	4	5	1	2	6
O=C(OCN1C(=O)c2ccccc2C1=O)c1cccnc1SC(F)F	5	16	11	1	-4	-1	1	3	17
COc1cc(/C=N/O)ccc1OCc1ccccc1Cl	10	4	5	8	2	4	-5	-1	9
COc1ccc(/C=N/N=C2/SCC(=O)N2Cc2ccccc2)cc1	4	-2	1	5	-2	1	-4	-2	13
Cc1ccc(C(=O)NCC(=O)N2CCC(Cc3ccccc3)CC2)cc1	-2	-1	6	7	-8	4	-1	-4	2
CCn1c(C)cc(/C=C2\NC(=O)N(CC(=O)Nc3ccc(F)cc3)C2=O)c1C	9	0	6	4	9	-9	5	-2	12

Remaining list, next part
SMILES	pPAFAH inh	PAFAH2 inh	GSTO1 counter	PAFAH1B3 FP inh	PME-1 primary	PAFAH1B2 FP inh	PAD4 inh	LYPLA1 inh	LYPLA2 counter
O=C(NCc1cccnc1)Nc1ccc(Cl)cc1Cl	2	25	-2	6	2	0	5	-4	-3
CC1=C(C(=O)Nc2ccccc2)C(c2ccc(C)o2)n2c(s/c(=C/c3ccccc3)c2=O)=N1 (configuration not stated)	3	-13	3	-14	-1	-5	-4	-9	-11
O=C(c1cccs1)N(Cc1cc2ccccc2[nH]c1=O)c1ccccc1	3	-4	0	4	3	2	1	1	-12
Cc1ccc(S(=O)(=O)NCCC(=O)Nc2nnc(C3CC3)s2)cc1C	2	-7	5	4	4	6	0	-10	-2
COc1ccc(NC(=O)c2ccc(S(=O)(=O)N3CCCCC3)cc2)c(OC)c1	4	-8	6	12	7	0	-3	-1	-4
CN(C)C(=O)CN1C(=O)NC(c2ccccc2)(c2ccccc2)C1=O	13	-5	4	13	2	0	-4	-2	7
Cc1cccc(CN2CCN(C(=O)CCc3nnc(C4CCCCC4)o3)CC2)c1	0	-9	1	4	-4	2	0	-7	-2
O=C(NCC(=O)N(c1cccnc1)C(C(=O)NC1CCCC1)c1cccs1)c1ccco1 (configuration not stated)	-4	-8	-9	9	-6	5	-1	1	-6

Continuation:
SMILES	pPAFAH inh	PAFAH2 inh	GSTO1 counter	PAFAH1B3 FP inh	PME-1 primary	PAFAH1B2 FP inh	PAD4 inh	LYPLA1 inh	LYPLA2 counter
Cc1ccc2cc(CCNC(=O)c3ccco3)c(=O)[nH]c2c1	3	-1	4	1	0	-1	1	0	-1
CC(C)(C)NC(=O)c1ccc(Sc2ccccc2)c([N+](=O)[O-])c1	5	-4	-4	2	7	5	-9	-4	-4
Fc1ccc(C2C3=C(Nc4ncnn42)c2ccccc2OC3c2ccncc2)cc1 (configuration not stated)	4	-1	5	3	-6	5	3	0	6
O=C1/C(=C/c2cccnc2)SC(=S)N1N1CCOCC1	6	11	-4	6	-3	6	1	2	5
CCN(C(=O)CN1CCCCCC1)c1c(N)n(Cc2ccccc2)c(=O)[nH]c1=O	0	3	.	6	.	1	2	.	.
CCC1(c2ccccc2)NC(=O)N(CC(=O)N2CCN(S(=O)(=O)c3ccccc3)CC2)C1=O (configuration not stated)	1	-15	-2	6	-2	4	-3	-1	0
COc1cc2nc(C3CC3)n(NC(=O)c3ccc(Cl)cc3)c(=O)c2cc1OC	3	-1	-2	13	-4	6	-1	2	0
CCOC(=O)Cc1csc(NC(=O)c2ccc(N3CCOCC3)cc2[N+](=O)[O-])n1	3	-1	.	3	-9	-5	-10	5	-1

(further entries)
SMILES	pPAFAH inh	PAFAH2 inh	GSTO1 counter	PAFAH1B3 FP inh	PME-1 primary	PAFAH1B2 FP inh	PAD4 inh	LYPLA1 inh	LYPLA2 counter
COc1ccc(CC(=O)N2CC(C)CC(C)C2)cc1 (configuration not stated)	4	2	-1	0	1	5	0	2	3
COc1ccccc1-c1cn[nH]c1-c1ccc(OCc2ccccc2)cc1O	5	0	6	5	-8	11	4	-7	-1
CCN1c2ccccc2NC2C1C(C(C)=O)C(=O)N2c1ccc(Cl)cc1 (configuration not stated)	14	6	20	3	7	3	-8	-4	-1
Cc1onc(-c2ccccc2)c1C(=O)Nc1cccc(OC(C)C)c1	8	-3	-3	5	-2	4	-2	-1	5
COc1ccc(CCNC(=O)CSc2nnc(NC(C)=O)s2)cc1OC	3	-6	1	5	3	-2	4	-4	-1
COc1ccccc1CNC(=O)C1CCC(=O)N1C(C)C (configuration not stated)	-7	7	4	5	6	-1	-7	1	-8

An excerpt (hit frequency here may not be typical).
